# Vif-A3F inh – blocks the Vif interaction with APOBEC3F | Potency, µM (titrated, usually from 46.1 µM), without a hit: at the highest dose activity, negative = active | actives 0.2% (n = 390,000) | HeLa A3F-eYFP + Vif (tagged APOBEC3F with the HIV-1 protein that degrades it), YFP fluorescence increase | AID 602313; further: potency means the concentration at half of the fitted maximal effect; % of control where 0% means no effect; nearly all actives have a fitted effect of over 65% in size
#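 HeLa cells stably expressing A3F-eYFP plus Vif, plated and incubated overnight at 37 deg C, then exposed to compounds overnight at 37 deg C. Blocked degradation read as raised yellow fluorescence (Ex 488/Em 500-530).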
# RXFP1 agonist – RXFP1 (human) receptor agonism; Q9HBX9; HEK293T-RXFP1 cAMP TR-FRET, 30 min; response scale: percent of porcine relaxin response, buffer zero; Potency, µM (doses to about 57.5 µM), for inactives: at the top dose activation, actives largely listed as activators; actives 0.3% (n = 370,000); AID 2676; further: potency means the concentration at half of the fitted maximal effect; on the % scale 0 is the no-effect control and ±100 the full control effect; nearly all actives have a fitted effect of over 60% in size; many of its hits are not listed in these tables
#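 cAMP rise read by TR-FRET after 30 min, 37C compound exposure (up to 58 uM) in RXFP1-transfected HEK293 cells with Ro 20174 present. EC50 from Hill-equation fits, with 29 nM porcine relaxin as 100% and buffer as basal.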
# TrxR1 substrate – is turned over as a substrate by rat TrxR1. purified TrxR1 substrate turnover, NADPH consumption readout. Potency, µM (top dose mostly 114 µM), for the others: top-dose activity change, negative = substrate turnover. actives 0.01% (n = 390,000); further: potency means the concentration at half of the fitted maximal effect; on the % scale 0 is the no-effect control and ±100 the full control effect; nearly all actives have a fitted effect of over 50% in size
# Target sequence (O89049 whole entry, looked up): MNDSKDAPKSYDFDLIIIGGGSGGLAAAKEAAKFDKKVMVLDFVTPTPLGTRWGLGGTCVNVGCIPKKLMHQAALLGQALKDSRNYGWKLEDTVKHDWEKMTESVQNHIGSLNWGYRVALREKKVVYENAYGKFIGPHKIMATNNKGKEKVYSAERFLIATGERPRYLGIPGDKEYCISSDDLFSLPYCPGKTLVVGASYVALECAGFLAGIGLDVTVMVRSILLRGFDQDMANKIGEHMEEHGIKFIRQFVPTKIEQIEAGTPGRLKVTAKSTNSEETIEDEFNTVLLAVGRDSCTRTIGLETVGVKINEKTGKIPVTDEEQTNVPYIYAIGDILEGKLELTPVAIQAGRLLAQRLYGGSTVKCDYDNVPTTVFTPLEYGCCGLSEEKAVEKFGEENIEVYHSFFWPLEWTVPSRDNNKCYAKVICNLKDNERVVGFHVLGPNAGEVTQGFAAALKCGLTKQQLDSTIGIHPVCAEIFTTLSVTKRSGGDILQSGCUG
#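 Rat TrxR1, dispensed at 90 nM, was prereduced with 400 uM NADPH (final) for 5 min at ~22 deg C, then incubated with compound 15 min before 400 uM selenite. A first-read NADPH fluorescence drop versus no-compound background flagged substrates.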
# PI4K2A inh – inhibitors of human PI4K2A; Q9BTU6; purified PI4K2A, ADP-Glo luminescence, 1 h; hits give low values; activity change, negative = inhibition, % at 76.9 µM; actives 0.13% (n = 420,000); AID 1346378; in the data active means activity change below about -50%; inconclusive means mostly about -30% to -49%;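 further: -100% = wells without enzyme as full effect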
# Target sequence (Q9BTU6 whole entry, looked up): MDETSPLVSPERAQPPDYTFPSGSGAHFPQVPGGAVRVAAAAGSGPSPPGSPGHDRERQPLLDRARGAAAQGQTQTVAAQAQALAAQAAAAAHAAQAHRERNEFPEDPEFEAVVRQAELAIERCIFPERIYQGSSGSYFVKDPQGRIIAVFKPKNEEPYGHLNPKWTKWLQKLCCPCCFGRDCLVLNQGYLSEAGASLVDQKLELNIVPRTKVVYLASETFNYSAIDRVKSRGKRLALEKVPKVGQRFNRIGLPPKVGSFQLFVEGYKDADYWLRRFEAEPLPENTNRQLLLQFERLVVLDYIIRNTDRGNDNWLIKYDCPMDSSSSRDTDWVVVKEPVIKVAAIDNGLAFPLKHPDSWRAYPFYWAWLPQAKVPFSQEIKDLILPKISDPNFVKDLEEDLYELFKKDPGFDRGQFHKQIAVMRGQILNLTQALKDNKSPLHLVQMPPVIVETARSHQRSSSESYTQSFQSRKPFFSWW
#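 In this quantitative HTS, ADP production by PI4K2A was quantified luminescently after 1 h at ambient temperature; 100 microM adenosine served as plate-quality control.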
# mIDH1 inhibitor – inhibitors of human mutant IDH1 R132H. O75874. IDH1-R132H enzyme, NADPH consumption, diaphorase/resazurin fluorescence. actives 0.093% (n = 390,000). Potency, µM (top dose mostly 76.6 µM), inactives show at the highest dose activity change, negative = inhibition, hits mostly inhibitors; further: potency means the concentration at half of the fitted maximal effect; on the % scale 0 is the no-effect control and ±100 the full control effect; nearly all actives have a fitted effect of over 65% in size
#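 IDH1-R132H (0.5 ug/mL dispensed) in pH 7.5 Tris buffer was preincubated 30 min with compound, then given a substrate mix of 0.016 mM NADPH and 2 mM alpha-KG for 80 min at room temperature; remaining NADPH was read by diaphorase/resazurin fluorescence.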
# USP1 inh – inhibitors of human USP1/UAF1 deubiquitinase; O94782; actives 0.23% (n = 390,000); recombinant USP1/UAF1, Ub-Rhodamine cleavage fluorescence; AID 743255; Potency, µM (series often up to 57.1 µM), for inactives: at the highest dose activity change, negative = inhibition, most hits filed as inhibitors; further: potency means the concentration at half of the fitted maximal effect; on the % scale 0 is the no-effect control and ±100 the full control effect; nearly all actives have a fitted effect of over 60% in size; inactives centre near -12
#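 1 nM enzyme complex + cpd, 15 min RT; start with Ub-Rho 150nM final; kinetic fluorescence ex 480/em 540, 6 reads q60 s. Buffer 50mM HEPES pH 7.8, 0.5mM EDTA, 0.1 mg/ml BSA, 1mM TCEP, 0.01% Tween-20.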
# LDHA inh – LDHA (human) enzyme inhibition; P00338; purified LDHA, NADH/diaphorase-resazurin fluorescence; hits give low values; activity change, % (values are at about 110 or 230 µM); actives 0.15% (n = 480,000); AID 1347041; in the data active means activity change below about -30%; inconclusive means mostly about -25% to -30%;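 further: plate controls were DMSO wells for no effect and wells without enzyme for full effect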
#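 Human LDH5 (2 nM) was incubated with 0.06 mM NADH and 0.2 mM pyruvate for 5 min at room temperature in Tris pH 7.4. Remaining NADH was coupled through diaphorase/resazurin, and resorufin fluorescence was read at 0 and 20 min.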
# GRP78 ERSR act – induces the endoplasmic reticulum stress response in human glioma cells. U87-MG GRP78 promoter luciferase reporter, 16 h. Potency, µM, for inactives: top-dose activation, actives largely listed as activators. actives 0.02% (n = 420,000); further: potency means the concentration at half of the fitted maximal effect; series mostly up to about 76 µM; % of control where 0% means no effect; nearly all actives have a fitted effect of over 35% in size
#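 Stably transfected U87-MG human glioma cells carrying a GRP78-based luminescent sensor were seeded at 1000 cells/well, pin-dosed with compounds and incubated 16 h. Luciferase reagent was then added, and end-point luminescence was read after 10 min at room temperature.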
# Vif-APOBEC3G blk – inhibitors of Vif-APOBEC3G interaction | Q9HC16 | HeLa A3G-eYFP + Vif (tagged APOBEC3G with the HIV-1 protein that degrades it), YFP fluorescence, overnight | Potency, µM (titrated, usually from 46.1 µM), for inactives: top-dose activity, negative = active, hits mostly inhibitors | actives 0.076% (n = 410,000) | AID 602310;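 further: potency means the concentration at half of the fitted maximal effect; on the % scale 0 is the no-effect control and ±100 the full control effect; nearly all actives have a fitted effect of over 60% in size; hits raise eYFP signal because A3G escapes Vif-driven loss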
#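 HeLa cells stably expressing Vif and C-terminally eYFP-tagged A3G, seeded overnight at 37 deg C, then exposed to compound by pintool overnight at 37 deg C. Rise in yellow fluorescence (Ex 488/Em 500-530, Acumen) marks blocked Vif-driven A3G degradation.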
# The depositor's hits bear a star; ? = inconclusive; . = no result given; [ ] = dose if it differs, or a comment. Unless noted, the call rests on the fitted dose curve; in most records, active means well fitted curve in the direction sought with a large enough effect; inconclusive means small, poorly fitted or top-dose-only effect, or another doubt; inactive means no such curve, though single readings can be large; an effect the other way counts as inactive or inconclusive. Not all compounds are listed. The share of hits here may be higher or lower than overall.
SMILES,Vif-A3F inh,RXFP1 agonist,TrxR1 substrate,PI4K2A inh,mIDH1 inhibitor,USP1 inh,LDHA inh,GRP78 ERSR act,Vif-APOBEC3G blk
CS(=O)(=O)N(CC(=O)NC1CCCCCC1)Cc1ccc(Cl)cc1,1.3%,0.7%,6.0%,-4.4,4.1%,-5.7%,-5.6,-1.1%,2.2%
C[C@H](CO)N1C[C@H](C)[C@@H](CN(C)Cc2ccncc2)Oc2ncc(Br)cc2C1=O,-2.9%,.,.,6.1,9.1%,-22.4%,2.3,-2.7%,-5.6%
O=C(COC(=O)C1CCC1)NCc1ccc(Cl)cc1Cl,7.5%,2.6%,-1.3%,1.2,7.7%,-1.0%,-2.1,-5.4%,-0.6%
COc1cc(-c2nnc(SCC3(c4ccc(Br)cc4)OCCO3)o2)cc(OC)c1OC,-3.8%,1.3%,16.4%,-6.4,9.4%,-7.3%,-3.4,-2.4%,-10.0%
O=C(c1ccco1)[C@@H]1[C@@H]2C(=O)N(c3ccccc3)C(=O)[C@@H]2C2c3ccccc3C=CN21 (some centres not stated),-5.4%,-1.8%,2.9%,?,-3.2%,10µM*,15.7,-1.2%,2.4%
O=S(=O)(c1cc(Cl)ccc1Cl)N1CCN2CCCC2C1 (configuration not stated),-0.5%,0.7%,5.8%,4.5,7.3%,-7.4%,-0.2,-3.0%,-8.4%
Cc1cccc(NCN2C(=O)c3ccncc3C2=O)n1,-7.8%,-3.0%,6.6%,6.4,0.0%,9.5%,-4.9,-1.8%,0.1%
N#Cc1ccccc1COC(=O)CCC(=O)c1cccs1,7.5%,0.0%,-1.6%,7.2,-14.1%,-9.4%,-6.6,-0.2%,0.1%
CC(C(=O)NC1CCCC1)N1CCN(S(=O)(=O)c2ccc(C(C)(C)C)cc2)CC1 (configuration not stated),-16.5%,0.5%,-6.3%,6.4,3.4%,-2.5%,-4.4,-2.9%,1.8%
CCCCC(C)n1[nH]c(=O)c2c(C)cc(C)nc21 (configuration not stated),9.5%,1.6%,1.0%,-1.5,-1.7%,0.8%,3.0,-0.6%,0.1%
O=C(/C=C/c1ccc(S(=O)(=O)N2CCOCC2)cc1)NCc1ccc(Cl)cc1,3.3%,0.8%,4.6%[57.1 µM],-1.7,0.9%,2.0%,3.5,-3.3%,4.7%
O=C(Cc1cccs1)Nc1ccc(-c2nnn(CC(=O)N3CCOCC3)n2)cc1,1.9%,0.4%,7.6%,0.8,-1.2%,8.2%,-1.4,1.3%,0.2%
CCOC(=O)C1c2cccc(O)c2CCN1C(C)=O (configuration not stated),0.1%,.,.,-7.7,-4.9%,-30.2%,1.6,-1.7%,2.2%
O=C(Nc1ccc(Cl)cc1F)C1CC1,4.9%,0.1%,-3.2%,4.5,1.1%,-11.5%,-4.4,-1.3%,-0.2%
COc1ccc(/C=N/n2c(C)nc3ccccc3c2=O)cc1,-11.5%,2.5%,5.3%,2.3,-2.0%,?,-12.4,6.5%,-0.1%
Cc1cc(=O)[nH]c(N2CCCNCC2)n1,6.8%,0.3%,0.6%,-4.6,-14.7%,-15.9%,-3.2,-6.8%,0.4%
O=C(Cc1cccs1)Nn1c(Cc2cccs2)nc2ccccc2c1=O,0.9%,-0.1%,-15.9%,-1.8,0.1%,1.2%,-2.2,-2.6%,-1.7%
COc1ccc(Cl)cc1NC(=O)c1cnccn1,-20.2%,11.9%,-1.1%,1.0,-1.4%,-20.6%,-3.3,-1.8%,-7.5%
O=C(CN1C(=O)CCn2nc(-c3ccccc3)cc21)NCc1ccc(Cl)cc1,-3.0%,-3.3%,-9.6%,-2.8,-1.1%,1.1%,-9.6,1.9%,-3.0%
O=C(CN1CCN(c2ccc(Cl)cc2)CC1)NCc1cccs1,0.2%,-1.4%,?,-2.6,-9.2%,-6.8%,-3.1,3.5%,4.0%
C=CCN1C(=O)CSC1=Nc1ccc(O)cc1,1.0%,0.4%,8.5%,0.3,6.1%,-16.8%,-4.5,-2.3%,-0.8%
Cc1nc(CNC(=O)CC2C(=O)NCCN2Cc2ccoc2)nc2c1CCCC2 (configuration not stated),0.9%,6.2%,5.1%,2.1,0.0%,-20.0%,-0.8,-2.0%,5.9%
O=C(Cc1ccccc1F)Nc1ccc(S(=O)(=O)Nc2ncccn2)cc1,14.9%,1.8%,6.2%,-1.0,-5.3%,-21.9%,5.2,-4.9%,-3.7%
O=C(Nc1nc2ccccc2n1CCOc1ccccc1Cl)c1ccccc1,1.0%,6.2%,16.0%,4.7,0.0%,-19.2%,-8.2,7.2%,-5.9%
Cc1ccc(-n2nnnc2CNC(=O)c2ccc([N+](=O)[O-])o2)cc1C,?,1.7%,-2.4%,-0.4,3.1%,-7.4%,3.9,?,-23.8%
COC(=O)[C@@]1(Cc2ccccc2)[C@H]2C(=O)N(C)C(=O)[C@H]2[C@H]2CN=C(SCC(=O)c3ccccc3)N21,-0.7%,.,-0.7%,-5.1,8.4%[38.3 µM],-26.5%,-0.8,1.7%,7.4%
O=C(O)CCC(=O)Nc1nc2nccc(-c3ccccc3)n2n1,1.1%,0.4%,120.6%[activator],2.5,8.7%,-17.9%,4.1,-0.7%,-0.1%
O=C(c1ccc(-c2nnc(Nc3ccccc3)c3ccccc23)cc1)N1C[C@H]2C[C@H](C1)c1cccc(=O)n1C2,0.0%,0.0%,-10.0%,-7.0,0.4%,-6.3%,3.9,0.8%,-5.3%
Cc1cccc(NC(=S)NCCN2CCOCC2)c1,2.8%,0.1%,8.6%[57.1 µM],-0.9,0.3%,-23.4%,-7.8,-4.1%,2.3%
COc1cc2c(cc1OC)C(COc1ccccc1OC)N(C(=O)CC(C)C)CC2 (configuration not stated),-7.0%,-1.2%,-6.0%[57.1 µM],6.5,14.9%,-9.9%,-3.4,-3.7%,1.3%
CCc1ccccc1NC(=O)c1cc(-c2cccc(O)c2)on1,0.3%,-0.7%,-7.1%[57.1 µM],2.4,11.9%,-22.1%,-0.7,1.1%,-4.4%
O=C(CCCSc1nc(-c2ccco2)cc(C(F)(F)F)n1)NCC1CCCO1 (configuration not stated),6.4%,-0.2%,-8.6%,8.0,6.2%,1.5%,1.1,-2.2%,-11.0%
COc1ccccc1N1CCN(C2CCCN(C(=O)c3cc(C)oc3C)C2)CC1 (configuration not stated),-13.3%,-0.5%,-0.6%,-15.1,-1.6%,-4.6%,-1.3,-2.2%,-5.0%
COC(=O)C1CN(C(=O)c2ccc(OC(F)F)cc2)c2ccccc2O1 (configuration not stated),13.2%,-0.2%,4.6%,1.6,0.0%,-7.9%,3.7,-1.0%,0.1%
COc1cccc(N=c2oc3ccc(OC)cc3cc2-c2nc3ccccc3[nH]2)c1,?,0.5%,-4.6%,-3.4,3.2%,?,9.0,-1.0%,?
COc1ccccc1N1CCN(C(=O)c2cc(-c3cccc(Cl)c3)on2)CC1,3.8%,1.4%,2.3%,-1.8,3.8%,-14.6%,3.4,-1.9%,2.3%
CN(CC(=O)NCC(c1ccccc1)N1CCCC1)S(=O)(=O)c1ccc(Cl)cc1 (configuration not stated),3.1%,-3.6%,-11.9%,6.2,-0.2%,-14.6%,-2.4,-4.5%,-1.5%
Cc1cccc(C)c1NC(=O)CN1C(=O)COc2ccccc21,-2.6%,2.8%,5.6%,0.0,0.4%,-9.1%,-4.0,-4.3%,-0.6%
O=C(Nc1cc(Cl)cc(Cl)c1)c1cccnc1,-14.7%,0.3%,10.6%,1.6,0.0%,-26.1%,-0.1,1.0%,-4.8%
O=C(O)c1cn(Cc2ccccc2)c2ccc(Cl)cc2c1=O,-0.8%,1.1%,-1.7%,-5.0,-10.3%,?,9.0,-5.1%,0.6%
Cc1ccc(Cn2nnc3c(=O)[nH]c(C4CCN(C(=O)Cc5ccccc5F)CC4)nc32)cc1,13.0%,-0.6%,-9.4%,-0.6,-19.3%,?,-14.0,-0.6%,-0.3%
COCOc1ccc(/C=C/C(=O)c2c(OCOC)cc(OCOC)c(CC=C(C)C)c2O)cc1OCOC,-2.6%,.,-11.8%,-0.5,-1.6%,-29.3%,-2.8,-4.3%,-3.7%
CCCCC(=O)OCC(=O)Nc1ccc(C)c(F)c1,-2.0%,3.8%,0.9%[57.1 µM],-5.3,8.5%,-27.8%,-2.1,-2.2%,0.6%
Cc1cc(C)nc(SCC(=O)N2CCC(C(N)=O)CC2)n1,-3.2%,2.5%,7.4%,-3.5,1.4%,-0.2%,-6.2,-2.0%,0.6%

# Reformatted: results already given.
mol | Vif-A3F inh | RXFP1 agonist | TrxR1 substrate | PI4K2A inh | mIDH1 inhibitor | USP1 inh | LDHA inh | GRP78 ERSR act | Vif-APOBEC3G blk
Cc1ccc(Cn2nnc3c(=O)[nH]c(C4CCN(C(=O)Cc5ccccc5F)CC4)nc32)cc1 | 13.0% | -0.6% | -9.4% | -0.6 | -19.3% | ? | -14.0 | -0.6% | -0.3%
COCOc1ccc(/C=C/C(=O)c2c(OCOC)cc(OCOC)c(CC=C(C)C)c2O)cc1OCOC | -2.6% | . | -11.8% | -0.5 | -1.6% | -29.3% | -2.8 | -4.3% | -3.7%
CCCCC(=O)OCC(=O)Nc1ccc(C)c(F)c1 | -2.0% | 3.8% | 0.9%[57.1 µM] | -5.3 | 8.5% | -27.8% | -2.1 | -2.2% | 0.6%
